AmpC detergent: inhibitors of E. coli AmpC beta-lactamase with detergent | P00811 | actives 0.041% (n = 370,000) | Potency, µM (top dose mostly 114 µM), inactives show at the highest dose activity change, negative = inhibition, actives largely listed as inhibitors | AmpC hydrolysis of nitrocefin, absorbance 480 nm, 0.01% Triton;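 note: potency is the fitted concentration of half-maximal effect; 0% = no-compound wells and -100% = no-enzyme wells; nearly all actives have a fitted effect of over 25% in size; some results filed as inactive show a strong effect at the top dose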
Target sequence (P00811 whole entry, looked up): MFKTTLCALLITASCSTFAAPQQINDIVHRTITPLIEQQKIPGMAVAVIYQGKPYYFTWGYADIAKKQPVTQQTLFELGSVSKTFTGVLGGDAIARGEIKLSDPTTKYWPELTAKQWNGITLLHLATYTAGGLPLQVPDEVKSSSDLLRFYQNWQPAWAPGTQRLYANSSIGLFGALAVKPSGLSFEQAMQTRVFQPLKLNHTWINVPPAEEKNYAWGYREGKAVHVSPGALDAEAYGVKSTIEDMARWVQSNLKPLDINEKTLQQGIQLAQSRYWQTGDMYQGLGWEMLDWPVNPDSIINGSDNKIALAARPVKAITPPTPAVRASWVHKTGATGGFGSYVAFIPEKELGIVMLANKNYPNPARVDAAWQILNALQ
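20 mM phosphate pH 7.0 + 0.01% (detergent screen) or 0.0001% Triton X-100; 5.3 nM AmpC reagent; cpd preinc 15 min RT; nitrocefin (800 uM stock) to start; A480 q20 s × 4 min; Activity was normalised to no-enzyme and no-compound control wells.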
Tb PYK inh: inhibitors of Trypanosoma brucei pyruvate kinase; Q57TT1; TbPYK enzyme, Kinase-Glo Plus ATP luminescence, 45 min; Potency, µM (top dose mostly 76.8 µM), for the others: top-dose activity, negative = inhibition, usual class: inhibitors; actives 0.12% (n = 410,000); AID 624173; note: potency is the fitted concentration of half-maximal effect; nearly all actives have a fitted effect of over 50% in size
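Readout: single end-point luminescence (Kinase-Glo Plus, 10 min). Reaction conditions were TbPYK/substrate plus 130 uM ADP, 45 min at RT, pH 7.2 TEA buffer. No-enzyme wells served as controls, and data were normalized before concentration-response fitting.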
Sm TGR block: blocks Schistosoma mansoni thioredoxin glutathione reductase | Q962Y6 | purified TGR, DTNB reduction, TNB absorbance 405 nm | Potency, µM (doses to about 114 µM), without a hit: top-dose activity change, negative = inhibition, hits mostly inhibitors | actives 3% (n = 360,000); note: potency is the fitted concentration of half-maximal effect; nearly all actives have a fitted effect of over 60% in size
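TGR 20 nM + NADPH 100 uM (dispensed conc.), cpd preinc 15 min RT; start with NADPH (500 uM addition) then DTNB (15 mM addition). Kinetic TNB absorbance, 405 nm filter. Four-parameter Hill fit across titration.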
LmPK inhibitor: LmPK (Leishmania mexicana) enzyme inhibition. Q27686. actives 0.37% (n = 290,000). purified LmPK, Kinase-Glo ATP luminescence, 1 h. Potency, µM (titrated, usually from 57.5 µM), for the others: at the highest dose activity change, negative = inhibition, usual class: inhibitors. AID 1721; note: potency is the fitted concentration of half-maximal effect
Target sequence (Q27686 whole entry, looked up): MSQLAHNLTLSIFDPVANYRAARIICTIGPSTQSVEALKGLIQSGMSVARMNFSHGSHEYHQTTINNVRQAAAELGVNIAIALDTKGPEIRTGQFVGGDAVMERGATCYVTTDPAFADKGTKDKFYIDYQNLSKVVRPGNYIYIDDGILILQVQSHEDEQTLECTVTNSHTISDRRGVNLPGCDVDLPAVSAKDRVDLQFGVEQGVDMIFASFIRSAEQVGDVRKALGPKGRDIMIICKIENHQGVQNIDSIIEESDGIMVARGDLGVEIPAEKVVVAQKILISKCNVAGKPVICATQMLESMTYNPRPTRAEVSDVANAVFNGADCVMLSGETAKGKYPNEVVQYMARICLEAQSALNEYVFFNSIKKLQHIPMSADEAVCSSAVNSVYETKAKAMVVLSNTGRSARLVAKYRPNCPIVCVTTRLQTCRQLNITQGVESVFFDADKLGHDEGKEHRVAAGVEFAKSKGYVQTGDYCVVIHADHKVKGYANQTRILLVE
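In 50 mM imidazole pH 7.2 with 7 mM MgCl2, LmPK (0.1 nM) turned over PEP (0.5 mM) and ADP (0.1 mM) for 1 h at room temperature. Luciferase read-out of ATP.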
AmpC no deterg: inhibitors of E. coli AmpC beta-lactamase without detergent | P00811 | AmpC nitrocefin hydrolysis, absorbance 480 nm, 0.0001% Triton | Potency, µM (doses to about 57.1 µM), for inactives: at the highest dose activity change, negative = inhibition, actives largely listed as inhibitors | actives 0.52% (n = 330,000) | AID 485341;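 note: potency is the fitted concentration of half-maximal effect; plate controls were no compound for no effect and no enzyme for full effect; nearly all actives have a fitted effect of over 20% in size; some results filed as inactive show a strong effect at the top dose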
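20 mM phosphate pH 7.0 + 0.01% (detergent screen) or 0.0001% Triton X-100; 5.3 nM AmpC reagent; cpd preinc 15 min RT; nitrocefin (800 uM stock) to start; A480 q20 s × 4 min; Activity was normalised to no-enzyme and no-compound control wells.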
HCMV inh: blocks human cytomegalovirus replication | activity change, negative = inhibition, % at 57.5 µM | actives 4.5% (n = 410,000) | HFF cells, HCMV-luciferase reporter, 72 h; hits give low values; in the data active = activity change below about -60%; inconclusive = no clear call, values can overlap the other calls; inactive = above about -39%
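Screen run at 2 compound doses on HFFs infected with reporter HCMV, MOI 1 PFU/cell. Luciferase activity from cell lysates at 72 h post infection gave inhibition relative to buffer-only and Salinomycin wells.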
AMA1 RON2 block: AMA1-RON2 (P. falciparum) interaction inhibition; AlphaScreen AMA1-biotinylated RON2 peptide binding; Potency, µM (titrated, usually from 58.2 µM), for the others: at the highest dose activity change, negative = inhibition, actives largely listed as inhibitors; actives 0.2% (n = 360,000); AID 720542;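 note: potency is the fitted concentration of half-maximal effect; 0% = vehicle wells and -100% = peptide control; nearly all actives have a fitted effect of over 45% in size; some results filed as inactive show a strong effect at the top dose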
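AMA1 (3D7) with his tag at 25 nM final met compounds first, then biotinylated RON2 peptide at 25 nM; detection used donor plus acceptor beads, 10 µg/mL apiece, read by AlphaScreen after 30 min at room temperature.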
Active calls of the source: *; ? = inconclusive; / = not tested or not shown; [ ] = another dose, or the depositor's remark. Unless noted, calls come from the whole dose curve; as a rule, active = well fitted curve in the direction sought with a large enough effect; inconclusive = small, poorly fitted or top-dose-only effect, or another doubt; inactive = no such curve, though single readings can be large; an effect the other way counts as inactive or inconclusive. Unless noted, % is set by controls: 0 for no effect and ±100 for the full control effect.

SMILES	AmpC detergent	Tb PYK inh	Sm TGR block	LmPK inhibitor	AmpC no deterg	HCMV inh	AMA1 RON2 block
O=C(NCc1ccccc1)N1CCc2c(sc3c2CCCC3)C1c1ccccc1 (stereo not drawn)	15%	0%	10%	/	/	-21	/
C[C@@H](NC(=O)c1nc[nH]c1C(=O)OCc1ccccc1)c1ccccc1	4%	5%	0%	/	-21%	57	129%[activator]
CN1CCN(C(=O)CN(C)S(=O)(=O)c2cc(Cl)ccc2Cl)CC1	-4%	1%	4%	0%	-7%	7	1%
CN1CCCC(CC2c3ccccc3Sc3ccccc32)C1 (stereo not drawn)	-2%	4%	-2%	/	27%	-27	-14%
Cc1ccc(-c2cc(C(=O)Nc3ccncc3)c3ccccc3n2)cc1	-13%	0%	16%	/	-17%	7	0%
Cc1cc(C)cc(NC(=O)Cn2c(=O)oc3cc(S(=O)(=O)N4CC(C)CC(C)C4)ccc32)c1 (stereo not drawn)	6%	3%	1%	9%	-42%	?	-9%
Cc1c(C(=O)O)oc2c3c(ccc12)OCCO3	0%	-7%	1%	-2%	?	-18	-6%
COc1cc(CNCCc2ccc3c(c2)OCO3)cc(OC)c1OC	-22%	-17%	-3%	-3%	-13%	-2	?
CCn1cc(C(=O)N2CCN(Cc3ccc4c(c3)OCO4)CC2)c2cc(OC)c(OC)cc2c1=O	-16%	-2%	-16%	-3%	115%[activator]	60	23%
O=C(Nc1ccc2c(c1)OCO2)c1cc(C2CCCCN2C(=O)CCc2ccccc2)on1 (stereo not drawn)	/	1%	/	/	/	6	-17%
Cc1c(Cl)cccc1NC(=O)Nc1nnc(N(C)C2CCCCC2)s1	0%	4%	-1%	/	/	4	/
Cc1cc(C)c(C(=O)COC(=O)c2cc([N+](=O)[O-])ccc2NCCO)cc1C	-12%	2%	-14%	1%	3%	10	4%
CCN1CCN(C(=O)c2ccc(Cn3c(=O)[nH]c4cc(OC)c(OC)cc4c3=O)cc2)CC1	?	-12%	10%	0%	19%	3	-5%
COc1ccccc1NC(=O)Nc1ccnn1Cc1cccs1	-9%	-2%	0%[11.4 µM]	8%	-19%	5	-2%
Cc1ccc(-n2c(-c3ccccc3)c[n+]3c2CCC3)cc1	-2%	3%	/	1%	4%	-95*	-12%
Cc1ccc(C2CC(c3ccccc3Cl)n3nc(N)nc3N2)cc1 (stereo not drawn)	-1%	-4%	0%	7%	28%	-8	-4%
CCc1nnc2c3ccccc3nc(N3CCN(c4cc(Cl)ccc4C)CC3)n12	-7%	1%	-10%	/	/	-5	/
O=C(c1ccco1)N(Cc1ccco1)Cc1cc2ccccc2[nH]c1=O	-1%	-4%	-16%	1%	-16%	-1	-7%
COc1ccc(CCC(=O)NCc2ccc3c(c2)CCN3C(=O)c2cccc(C)c2)cc1	9%	-3%	1%	/	/	-72*	/
CCN(CC(=O)Nc1ccc(NC(C)=O)cc1)C(=O)c1ccccc1CCc1ccccc1	-11%	-2%	1%	/	53%	-19	?
O=C(CC1Oc2ccc(Cl)cc2NC1=O)NCc1ccccc1 (stereo not drawn)	28%	-5%	-13%	/	/	-7	/
Cc1oc(-c2ccc(Cl)cc2)nc1CN1CCC(C(=O)N2CCc3ccccc3C2)CC1	3%	3%	0%	10%	77%[activator]	/	-3%
CCOC(=O)C(CC)/C(C)=N/NC(=O)c1ccccc1[N+](=O)[O-] (stereo not drawn)	8%	-7%	3%	-5%	-17%	-8	45%[activator]
CCOc1ccc(CCNC(=O)c2cccs2)cc1OCC	-2%	3%	-2%	-2%	-18%	-30	-1%
COc1ccc(-c2oc3ccc(N4CCOCC4)cc3c2C#CCO)cc1	/	-9%	/	/	/	-67*	-2%
CC(C)CC1C(=O)N(Cc2cn(CCC3OCCCO3)nn2)CCS(=O)(=O)N1Cc1ccc(-c2ccncc2)cc1 (stereo not drawn)	/	-1%	/	/	/	-8	-21%
CC(C)C[C@H]1COc2cccc(N3CCSCC3)c2S(=O)(=O)N1	/	4%	/	/	/	-11	-7%
CCCCNC(=O)c1nc(C2CCN(S(=O)(=O)c3ccccc3C(F)(F)F)CC2)oc1-c1cccc(C(F)(F)F)c1	/	-7%	/	/	/	-8	5%
CC1(C(=O)NS(=O)(=O)Cc2cccc(Cl)c2)CCN1C(=O)C1(c2ccc(Cl)cc2)CC1 (stereo not drawn)	/	1%	/	/	/	11	-7%
O=C(NNc1nc2c(F)cc(F)cc2s1)C1=COCCO1	-4%	-6%	1%	2%	-18%	42	103%[activator]
CCc1ccc(NC(=O)C(=O)c2ccccc2NC(C)=O)cc1	7%	1%	-3%	/	-9%	104	-3%[11.6 µM]
Cc1nc2ccccc2n1CCc1nc2c3ccccc3nc(SCC(=O)Nc3cccc(C(F)(F)F)c3)n2n1	7%	0%	13%	/	/	-61*	/
COc1ccccc1C(=O)NC1CCN(C(=S)NCCc2ccccc2)CC1	4%	2%	0%	-1%	34%	-36	-1%
CC1(C(=O)NS(=O)(=O)c2cccs2)CCN1C(=O)c1cccc(F)c1 (stereo not drawn)	/	0%	/	/	/	-11	0%
CC(=O)Nc1ccc(NC(=O)CSc2nccn2Cc2ccccc2)cc1	?	-19%	0%	1%	-13%	?	20%
Cc1cccn2c(=O)c3cc(C(N)=S)c(=N)n(CCCOC(C)C)c3nc12	0%	-25%	?	6%	0%	?	19%
CC(C)[C@@H](C(=O)N1CCN(C(=O)OC(C)(C)C)CC1)n1cc(CCO)nn1	8%	2%	12%	2%	-18%	-1	-4%
CC1(C)OC2CC3C4CC=C5CC(O)CCC5(C)C4CCC3(C)C2(C(=O)CO)O1 (stereo not drawn)	/	2%	/	/	/	-16	-9%
Cc1cc(C(=O)N/N=C/c2c(C)nn(-c3ccccc3)c2Cl)n[nH]1	0%	-4%	8%	0%	-4%	26	2%
CC(=O)c1ccc(NC(=O)c2sc(-n3nc(C)c(Cc4ccccc4)c3C)nc2C)cc1	9%	-1%	-1%	/	/	-1	/

For convenience, four of the compounds above:
SMILES	AmpC detergent	Tb PYK inh	Sm TGR block	LmPK inhibitor	AmpC no deterg	HCMV inh	AMA1 RON2 block
O=C(CC1Oc2ccc(Cl)cc2NC1=O)NCc1ccccc1 (stereo not drawn)	28%	-5%	-13%	/	/	-7	/
Cc1oc(-c2ccc(Cl)cc2)nc1CN1CCC(C(=O)N2CCc3ccccc3C2)CC1	3%	3%	0%	10%	77%[activator]	/	-3%
CCOC(=O)C(CC)/C(C)=N/NC(=O)c1ccccc1[N+](=O)[O-] (stereo not drawn)	8%	-7%	3%	-5%	-17%	-8	45%[activator]
CCOc1ccc(CCNC(=O)c2cccs2)cc1OCC	-2%	3%	-2%	-2%	-18%	-30	-1%

Further structures follow.
SMILES	AmpC detergent	Tb PYK inh	Sm TGR block	LmPK inhibitor	AmpC no deterg	HCMV inh	AMA1 RON2 block
O=C(c1cnccn1)N1CCN(c2ccccc2)CC1	-3%	-7%	-1%	5%	-11%	30	23%
CCOc1ccc(N(CC(=O)OC)S(=O)(=O)c2c(C)noc2C)cc1	?	-7%	-1%	9%	12%	-8	-5%
COC1CC(C)NC(=S)N1 (stereo not drawn)	-6%	-4%	-12%	1%	-4%	38	-3%
CC(=O)OC(C)(C)C#CCN1CCCC1	2%	1%	-9%	-3%	-9%	-1	3%
O=C(N/N=C/c1ccc2c(c1)OCO2)C1COc2ccccc2O1 (stereo not drawn)	-2%	-3%	-1%	4%	-38%	-6	0%
O=c1[nH]c(CSc2ncc(-c3ccc(F)cc3)n2Cc2ccco2)nc2ccccc12	-11%	-2%	0%	-6%	-13%	-7	?
O=C(CCC1CCCN(c2ncccn2)C1)NCc1ccc(F)c(F)c1 (stereo not drawn)	0%	-5%	0%	0%	8%	-33	-4%
CCN(C(=O)c1ccc(S(=O)(=O)N2CCOCC2)cc1)C1CCS(=O)(=O)C1 (stereo not drawn)	-5%	-9%	3%	/	-12%	-14	31%[activator]
CC(C)CC(=O)Nc1nc2ccc(S(C)(=O)=O)cc2s1	1%	-14%	-10%[57.1 µM]	-1%	-5%	20	17%
N#CCc1ccc(OC(=O)c2cccnc2)cc1	-7%	-2%	-1%	0%	-24%	1	3%
N#CC1C(C#N)C2CCC1C1C2N1c1ccccc1 (stereo not drawn)	/	-4%	/	/	/	19	8%
CCn1ccnc1CN1CCC(CO)(CCOc2ccccc2)CC1	3%	-5%	1%	-8%	6%	1	12%
CCCn1c(N)c(C(=O)CSc2nnc(Cc3ccccc3)o2)c(=O)n(C)c1=O	?	-17%	-3%	3%	-2%	-32	1%
CCCN1CCN(c2ncnc3sc(C(=O)Nc4cccc(Cl)c4C)c(C)c23)CC1	6%	-3%	-15%	/	/	?	/
COc1ccc(OC)c(NC(=O)CSc2ccc(-c3cccnc3)nn2)c1	3%	3%	-1%	-11%	-9%	5	3%
Cc1ccc(C(=O)OCC(=O)c2c[nH]c3ccccc23)cc1	-13%	-1%	-9%	0%	-42%	6	-11%
Cc1cccc(-c2nc(CS(=O)CC(=O)NCc3ccc(Cl)cc3)c(C)o2)c1 (stereo not drawn)	8%	-5%	-23%	/	/	-14	/
O=C(c1ccco1)N1CCN(Cc2cccc(C(F)(F)F)c2)CC1	-7%	-5%	?	7%	20%	47	9%
COc1ccc(NC(=O)C(=O)NCC2CCCN2S(=O)(=O)c2ccc(C)cc2)cc1 (stereo not drawn)	-9%	0%	1%	/	-9%	-85*	-3%
Cc1cccc(Oc2nc3ccccn3c(=O)c2/C=C(\C#N)C(=O)NC2CCS(=O)(=O)C2)c1C (stereo not drawn)	-4%	-3%	-4%	14%	96%[activator]	-96*	0%
COc1ccc(C(N)c2csc(Nc3ccc(S(C)(=O)=O)cc3)n2)cc1 (stereo not drawn)	/	1%	/	/	/	69	80%[activator]
CCC(=O)c1ccc(N2CCN(S(=O)(=O)c3ccccc3)CC2)c(F)c1	4%	3%	12%	0%	-1%	-3	4%
CC1(C(=O)Nc2ccc3nc[nH]c3c2)CCN1C(=O)C/C=C/c1ccccc1 (stereo not drawn)	/	6%	/	/	/	?	5%
COc1ccc(C(=O)Nc2nc(C)c(C)s2)cc1OC	?	-9%	28%	-7%	-9%	12	-7%

Assay outcomes as filed in PubChem.
